# rTrxR1 inhibitor = rat TrxR1 inhibition | O89049 | recombinant rTrxR1, NADPH fluorescence consumption, selenite substrate | Potency, µM (highest dose often 114 µM), for inactives: at the highest dose activity change, negative = inhibition, usual class: inhibitors | actives 1% (n = 390,000) | AID 588453; further: potency means the concentration at half of the fitted maximal effect; on the % scale 0 is the no-effect control and ±100 the full control effect; nearly all actives have a fitted effect of over 65% in size
#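 Rat TrxR1 (90 nM in the dispensed reagent) was pre-reduced with 400 uM NADPH for 5 min at room temperature, then incubated with compound for 15 min. After 400 uM selenite was added, NADPH fluorescence (Ex 340/Em 450 nm) was followed for 8 min.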
# USP1 inh = blocks the human USP1/UAF1 deubiquitinase complex | Potency, µM (series often up to 57.1 µM), for the others: top-dose activity change, negative = inhibition, actives largely listed as inhibitors | recombinant USP1/UAF1, Ub-Rhodamine cleavage fluorescence | actives 0.23% (n = 390,000); further: potency means the concentration at half of the fitted maximal effect; on the % scale 0 is the no-effect control and ±100 the full control effect; nearly all actives have a fitted effect of over 60% in size; inactives centre near -12
#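 USP1/UAF1 complex at 1 nM was preincubated with compound for 15 min at room temperature, then Ub-Rho substrate (150nM final) was added. Fluorescence (480/540 nm) was read kinetically, 6 reads every 60 seconds.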
# Pin1 inhibitor = blocks the human prolyl isomerase Pin1; Q13526; Pin1 FP peptide displacement, HiFluor488, 10 min; Potency, µM (top dose mostly 115 µM), without a hit: top-dose activity, negative = inhibition, usual class: inhibitors; actives 0.009% (n = 390,000); AID 504891; active means well fitted inhibition curve with a large enough effect in the polarisation, with a control signal flat, not every such curve was filed as active; inconclusive means small, poorly fitted or top-dose-only effect, or effect the other way, or a change in a side signal; inactive means no such curve, though single readings can be large or run the other way; the % refers to the polarisation; further: potency means the concentration at half of the fitted maximal effect; on the % scale 0 is the no-effect control and ±100 the full control effect
# Target sequence (Q13526 whole entry, looked up): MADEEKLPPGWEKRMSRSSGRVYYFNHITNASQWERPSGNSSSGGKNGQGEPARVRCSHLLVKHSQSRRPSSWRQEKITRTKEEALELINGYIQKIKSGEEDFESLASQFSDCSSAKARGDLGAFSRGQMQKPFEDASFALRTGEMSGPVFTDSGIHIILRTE
# IDH1 R132H inh = blocks human mutant IDH1 R132H enzyme. AID 602179. IDH1-R132H enzyme, NADPH consumption, diaphorase/resazurin fluorescence. Potency, µM (top dose mostly 76.6 µM), for inactives: at the top dose activity change, negative = inhibition, hits mostly inhibitors. actives 0.093% (n = 390,000). O75874; further: potency means the concentration at half of the fitted maximal effect; on the % scale 0 is the no-effect control and ±100 the full control effect; nearly all actives have a fitted effect of over 65% in size
# Target sequence (O75874 whole entry R132H, stated change not applied): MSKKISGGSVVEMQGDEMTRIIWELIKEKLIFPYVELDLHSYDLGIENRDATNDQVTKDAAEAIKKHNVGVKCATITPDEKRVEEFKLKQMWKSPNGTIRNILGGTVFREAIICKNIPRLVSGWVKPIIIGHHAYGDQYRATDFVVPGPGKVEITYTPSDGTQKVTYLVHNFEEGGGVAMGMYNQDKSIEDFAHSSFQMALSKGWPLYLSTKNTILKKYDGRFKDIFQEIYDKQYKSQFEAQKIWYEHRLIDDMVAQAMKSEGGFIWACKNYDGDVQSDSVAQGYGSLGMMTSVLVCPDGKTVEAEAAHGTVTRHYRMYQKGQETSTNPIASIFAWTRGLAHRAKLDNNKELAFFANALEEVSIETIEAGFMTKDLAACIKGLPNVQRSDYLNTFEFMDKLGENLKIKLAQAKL
#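 IDH1-R132H (0.5 ug/mL dispensed) in pH 7.5 Tris buffer was preincubated 30 min with compound, then given a substrate mix of 0.016 mM NADPH and 2 mM alpha-KG for 80 min at room temperature; remaining NADPH was read by diaphorase/resazurin fluorescence.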
# TRHR ag = activates the human TRH receptor; P34981; TRHR cells, calcium flux fluo-8, FDSS agonist mode; activation, % at 2 µM; actives 0.18% (n = 360,000); in the data active means activation above about 30%; further: 0% is about no effect
# Target sequence (P34981 whole entry, looked up): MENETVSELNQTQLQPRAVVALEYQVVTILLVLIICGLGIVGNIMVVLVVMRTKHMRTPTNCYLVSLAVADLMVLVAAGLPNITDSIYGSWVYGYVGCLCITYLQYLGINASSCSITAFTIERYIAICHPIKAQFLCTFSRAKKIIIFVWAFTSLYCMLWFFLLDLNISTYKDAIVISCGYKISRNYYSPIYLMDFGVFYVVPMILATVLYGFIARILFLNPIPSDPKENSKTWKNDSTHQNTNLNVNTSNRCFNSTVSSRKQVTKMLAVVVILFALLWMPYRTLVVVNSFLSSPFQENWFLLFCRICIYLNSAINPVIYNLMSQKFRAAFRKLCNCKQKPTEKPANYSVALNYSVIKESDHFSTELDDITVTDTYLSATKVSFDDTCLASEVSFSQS
#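 Steps: seed TRHR cells overnight; add fluo-8 no-wash Ca dye, RT 30 min–1.5 h; record 10 s baseline; pin-transfer compounds; monitor fluorescence 1 cycle/s for the agonist window. Calcium increases flag candidate agonists.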
# TRHR enhancer = TRH receptor (human) allosteric enhancement | enhancement, % at 2 µM | actives 0.66% (n = 360,000) | AID 493056 | TRHR cells, fluo-8 calcium fluorescence, EC20 TRH enhancement | P34981; in the data active means enhancement above about 30%; further: 0% is about no effect
#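 Enhancer read-out: after compound pinning and an initial kinetic agonist-mode read, an EC20 of TRH (10 nM final) was injected and fluo-8 calcium signal (Ex 480/Em 530) followed at 1 s/cycle for 100 cycles in TRHR-expressing cells.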
# D2 agonist = activates the human D2 dopamine receptor | P14416 | HEK293 T-REx D2 cells, calcium flux agonist mode | activation, % at 2 µM | actives 0.53% (n = 340,000) | AID 485358;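 active means activation over 3 SD above normal in the single-dose calcium agonist read, cut at about 30% in these data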; further: 0% is about no effect
#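 Agonism scored from kinetic calcium signal (1 read/sec, 180 s) following compound pin transfer, after a 10 s baseline. Cells: HEK293 Trex line expressing inducible D2 receptor coupled to calcium, dye-loaded after overnight culture at 30 C.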
# D2 antag = antagonizes the human D2 dopamine receptor. P14416. HEK293 TREx D2 cells, calcium flux, dopamine EC80. inhibition, % at 10 µM. actives 2% (n = 340,000). AID 485344; in the data active means inhibition above about 30%; further: 0% is about no effect
#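 Tetracycline-induced HEK293 T-REx cells expressing D2 force-coupled to calcium signalling were dye-loaded, exposed to compound for 180 s, then challenged with an EC80 of dopamine; calcium flux was followed kinetically for a further 180 s.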
# TrxR1 substrate = substrates of rat thioredoxin reductase 1 | O89049 | purified TrxR1 substrate turnover, NADPH consumption readout | Potency, µM (series often up to 114 µM), without a hit: top-dose activity change, negative = substrate turnover | actives 0.01% (n = 390,000) | AID 588456; further: potency means the concentration at half of the fitted maximal effect; on the % scale 0 is the no-effect control and ±100 the full control effect; nearly all actives have a fitted effect of over 50% in size
#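 Rat TrxR1, dispensed at 90 nM, was prereduced with 400 uM NADPH (final) for 5 min at ~22 deg C, then incubated with compound 15 min before 400 uM selenite. A first-read NADPH fluorescence drop versus no-compound background flagged substrates.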
# The depositor's hits bear a star; u = inconclusive; x = no result given; [ ] = remark or other dose. Unless noted, the call rests on the fitted dose curve; in most records, active means well fitted inhibition curve with a large enough effect; inconclusive means small, poorly fitted or top-dose-only effect; inactive means no such curve, though single readings can be large or run the other way. Only part of the results is shown; the hit share may differ from the screen's.
SMILES,rTrxR1 inhibitor,USP1 inh,Pin1 inhibitor,IDH1 R132H inh,TRHR ag,TRHR enhancer,D2 agonist,D2 antag,TrxR1 substrate
COc1ccc(N/N=C(\C#N)C(=O)NCCc2ccc(OC)c(OC)c2)cc1,-16%[57.1 µM],-16%,2%,2%,-2.0,5,0.4,11,-10%[57.1 µM]
Fc1ccc(-c2ccc(CNCc3ccccn3)o2)cc1Cl,9%,-23%,-13%,0%,0.2,2,-0.4,-3,9%
COc1ccc(S(=O)(=O)N2CCCCCC2)cc1NC(=O)c1ccccc1F,-8%,1%,2%,-2%,1.1,-2,1.4,-24,-4%
Cc1ccc(NC(=O)CCc2nc3sc4c(c3c(=O)[nH]2)CCCC4)c(Br)c1,-13%,-17%,39%[activator],0%,0.4,12,0.4,-2,0%
COC(=O)CNC(=O)c1cc(-c2ccncc2)nc2c(C)c(Cl)ccc12,27%[57.1 µM],-22%,0%,-1%,2.1,-11,0.7,8,-10%[57.1 µM]
Cc1ccccc1NC(=O)C1CC(=O)N(c2ccc3c4c(cccc24)CC3)C1 (stereo not given),8%,-12%,2%,1%,x,x,x,x,5%
CN(CC(=O)Nc1cccc(F)c1)C(=O)c1ccc(C(=O)c2ccccc2)cc1,-12%,-1%,6%,-1%,4.1,-5,0.2,-11,-16%
O=C(Nc1ccccc1)c1ccc(S(=O)(=O)NCc2cccnc2)cc1,24%[57.1 µM],-11%,-9%,7%,0.1,3,x,x,-11%
CN(CC(=O)NCc1ccccc1)Cc1ccc(Cl)cc1,18%,-10%,-1%,0%,-1.2,33*,-1.2,2,-5%
O=C1C2CCCN2C(=S)N1Cc1ccccc1 (stereo not given),7%[57.1 µM],-15%,-3%,-2%,-0.7,-5,-0.5,2,8%[57.1 µM]
Cc1nc2c(c(C)c1CCC(=O)NCc1ccc(Cl)cc1)c(=O)n(C)c(=O)n2C,26%,-20%,0%,9%,-0.2,4,-1.7,x,8%
O=C(COc1ccc([N+](=O)[O-])cc1)NNC(=O)c1cccs1,6%,-15%,1%,-5%,-0.1,-1,1.4,-7,-3%
CC1S/C(=N\N=C\c2cccc([N+](=O)[O-])c2)N(C(C)(C)C)C1=O (stereo not given),11%[57.1 µM],-17%,2%,3%,0.8,8,0.7,-14,3%[57.1 µM]
Cn1c(SCC(=O)NCC2CCCO2)nc2c(c1=O)SCC2 (stereo not given),4%,-20%,8%,2%,0.2,6,0.2,21,-7%
Cc1cccc(C(=O)NCC(=O)OCC(=O)N2CCN(S(=O)(=O)c3ccc(C)cc3C)CC2)c1,2%,-3%,-1%,-13%,-0.9,3,0.2,-17,-8%
S=C(NCc1ccccc1)NC1CCCc2ccccc21 (stereo not given),28%[57.1 µM],-21%,-2%,6%,-0.3,-4,x,x,8%[57.1 µM]
Cc1ccc(NCCC#N)cc1C,6%[57.1 µM],-15%,-3%,7%,0.1,-5,-0.5,-7,-20%[57.1 µM]
O=Cc1cccn1-c1cccc([N+](=O)[O-])c1,10%[57.1 µM],6%,-12%,19%,-0.8,0,1.1,3,-4%
CCOC(=O)c1c(NC(=O)COC(=O)CNC(=O)c2ccco2)sc(C)c1C,-2%[57.1 µM],-6%,-3%,7%,-0.5,-4,-0.7,-4,2%[57.1 µM]
Cc1ccc(Nc2nc(CSc3nnc(-c4ccc(F)cc4)n3C)cs2)cc1,u,-13%,6%,5%,-0.6,-1,0.1,-2,-4%
O=C(CCSc1nc2ccccc2o1)N1CCOCC1,9%[57.1 µM],-13%,12%,9%,1.0,-6,1.8,11,-6%
Cn1c(=O)[nH]c(=O)c2c1nc(NCCCO)n2CCOc1ccccc1,16%,-12%,-3%,9%,0.0,1,0.4,-2,6%
COc1cc(NC(=O)CN2CCN(c3ccccc3O)CC2)c(C)cc1[N+](=O)[O-],-11%,-22%,7%,2%,0.6,5,1.6,-15,-3%
COc1ccc2c(c1OC)C(=O)N1C2SC(C)(C)[C@H]1C(=O)NC1CCCC1 (stereo not given in full),7%,13%,2%,-2%,1.4,-15,-0.4,0,2%
COc1ccc(OC)c(NC(=O)c2ccc(-c3nc(CSc4ccccc4)c(C)o3)cc2)c1,-12%,u,11%,17%,0.8,-3,0.7,x,-3%
COc1ccc(N(CC(=O)O)S(=O)(=O)c2c(C)n[nH]c2C)cc1,16%[57.1 µM],2%,-8%,6%,-1.4,2,0.3,-9,7%[57.1 µM]
O=C(c1ccco1)N(Cc1cccc(F)c1)C1CCS(=O)(=O)C1 (stereo not given),2%,-27%,2%,-5%,0.3,4,0.0,-18,0%
CCOC(=O)C1CCCN(C(=O)c2cnn3c(C(F)F)cc(-c4ccc(C)cc4)nc23)C1 (stereo not given),7%[57.1 µM],-17%,4%,2%,-0.9,6,x,x,9%[57.1 µM]
Cc1c(C(c2ccc([N+](=O)[O-])cc2)c2c(C)n(C)n(-c3ccccc3)c2=O)c(=O)n(-c2ccccc2)n1C,-7%,1%,-9%,2%,-0.6,2,0.3,-13,-8%
CC(C)CC1NC(=O)C(CC(C)C)N(CO)C1=O (stereo not given),-3%,-3%,4%,13%,x,x,x,x,-5%
O=C(Nn1c(C2CCC2)nc2ccccc2c1=O)c1cccs1,13%,-5%,-3%,17%,1.1,0,0.1,-11,0%
O=C(CSCc1cccc(Cl)c1)N/N=C/c1ccc(OCC(=O)N2CCCCC2)cc1,12%,3%,-11%,0%,x,x,x,x,-8%
COc1ccc(C(CNc2ccc(S(=O)(=O)N3CCN(C)CC3)cc2[N+](=O)[O-])N(C)C)cc1 (stereo not given),-12%,-4%,1%,-3%,1.9,-9,0.8,5,-8%
CCOC(=O)c1c(NC(=O)CSc2nnc(C)s2)sc2c1CCN(C)C2,21%[57.1 µM],-25%,u,3%,1.5,-7,0.3,8,-5%
CCC(C)[C@H](NC(=O)NCCC1=CCCCC1)C(=O)OC (stereo not given in full),4%,-18%,-8%,1%,2.2,-3,2.5,-3,-2%
CCCCN(CC)Cc1c(C)[nH]c2ccccc2c1=O,5%,-9%,-2%,4%,0.1,0,-0.4,2,3%
CCOc1ccc(NS(=O)(=O)c2ccc(-c3coc(C)n3)cc2)cc1,13%,-10%,1%,4%,-0.2,-1,-0.6,2,-6%
C=CCN(C(=O)c1csnn1)C(C(=O)NC1CCCC1)c1ccc(OC)cc1 (stereo not given),14%[57.1 µM],-16%,3%,-6%,0.1,-3,0.0,-1,9%[0.0914 µM]
CC1CCN(c2ccc([N+](=O)[O-])cn2)CC1,4%[57.1 µM],-12%,8%,3%,-0.7,-2,-0.9,3,-2%[57.1 µM]
Cc1ccc(Cl)cc1OCC(=O)NCCOC(=O)Nc1sc(=S)n(C)c1C,-16%,-12%,1%,10%,-0.4,-3,-1.2,9,-10%
O=[N+]([O-])c1cc(S(=O)(=O)Oc2ccccc2)ccc1Cl,u,-21%,-7%,7%,x,x,x,x,5%[57.1 µM]
O=C(COC(=O)c1cc(Br)ccc1O)NNC(=O)c1ccc([N+](=O)[O-])cc1,7%[57.1 µM],-19%,0%,-7%,-0.2,-5,-0.6,-37,0%[57.1 µM]
Cc1snc(SCc2c(F)cccc2Cl)c1C#N,9%,-24%,5%,0%,0.8,-3,3.3,-5,-4%
NC(=O)/C(=C\c1ccco1)NC(=O)c1ccc(Br)o1,-29%,-18%,u,7%,x,x,x,x,-4%
CCc1ccc(NC(=O)COc2coc(CN3CCN(c4ccccc4)CC3)cc2=O)cc1,11%,-7%,-11%,-1%,-0.6,-1,7.4,9,11%
COc1ccc(CCNC(=O)CCCn2c(=O)c3cccn3c3cccnc32)c(OC)c1OC,0%,-12%,2%,-6%,0.4,-17,-0.8,-9,-3%
CC(=O)c1c(O)cc(=O)n(-c2ccccc2)c1-c1ccc(Cl)cc1,7%[57.1 µM],-11%,-15%,3%,0.3,2,0.6,8,4%[57.1 µM]
C[C@H](NC(=O)[C@@H]1CSC2c3ccccc3C(=O)N21)C(=O)NCCc1ccccc1 (stereo not given in full),28%,-19%,1%,-2%,-0.7,3,x,x,9%
O=C(C1CCN(C2CC(=O)N(c3ccc(F)cc3)C2=O)CC1)N1CCOCC1 (stereo not given),6%[57.1 µM],-8%,5%,-3%,2.1,6,-0.3,-4,-5%
CC(C)(C)OC(=O)N1CCC(NC(=O)c2[nH]cnc2C(=O)Nc2cccc(Cl)c2)CC1,13%[57.1 µM],-18%,-2%,2%,0.4,-11,0.1,3,10%
Cc1nn(-c2ccccc2)c(N2CCCC2)c1/C=N/NC(=S)Nc1cc(C(F)(F)F)ccc1Cl,9%,u,-2%,1%,-0.4,0,0.0,1,12%
O=C(COc1coc(CN2CCc3ccccc32)cc1=O)Nc1cccc(F)c1,-16%,-15%,2%,-1%,0.1,1,-0.3,6,-11%
COc1cc(C(=O)NCc2nnc(SCC(=O)Nc3nc4ccc(C)cc4s3)o2)cc(OC)c1OC,-1%,-2%,28%,1%,0.1,-1,-0.2,-12,7%[57.1 µM]

# Sorted by count of non-hydrogen atoms (ascending): 4 of the compounds above.
SMILES,rTrxR1 inhibitor,USP1 inh,Pin1 inhibitor,IDH1 R132H inh,TRHR ag,TRHR enhancer,D2 agonist,D2 antag,TrxR1 substrate
O=C(C1CCN(C2CC(=O)N(c3ccc(F)cc3)C2=O)CC1)N1CCOCC1 (stereo not given),6%[57.1 µM],-8%,5%,-3%,2.1,6,-0.3,-4,-5%
CC(C)(C)OC(=O)N1CCC(NC(=O)c2[nH]cnc2C(=O)Nc2cccc(Cl)c2)CC1,13%[57.1 µM],-18%,-2%,2%,0.4,-11,0.1,3,10%
COc1ccc(CCNC(=O)CCCn2c(=O)c3cccn3c3cccnc32)c(OC)c1OC,0%,-12%,2%,-6%,0.4,-17,-0.8,-9,-3%
COc1cc(C(=O)NCc2nnc(SCC(=O)Nc3nc4ccc(C)cc4s3)o2)cc(OC)c1OC,-1%,-2%,28%,1%,0.1,-1,-0.2,-12,7%[57.1 µM]
